Screens from PubChem BioAssay.
PP1 inh: PP1-alpha phosphatase inhibitors, primary screen, counter-screen for PP5 inhibitor project, biochemical, fluorescence, OMFP substrate, single point. purified PP1alpha. inhibition, % at 6.7 µM. 320,000 tested, 0.9% active. AID 2235, 2010;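 active = inhibition above the mean inhibition of all tested compounds plus 3 SD, computed separately for each screening campaign, cut at about 15% in these data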
Target sequence (P62136 whole entry, looked up): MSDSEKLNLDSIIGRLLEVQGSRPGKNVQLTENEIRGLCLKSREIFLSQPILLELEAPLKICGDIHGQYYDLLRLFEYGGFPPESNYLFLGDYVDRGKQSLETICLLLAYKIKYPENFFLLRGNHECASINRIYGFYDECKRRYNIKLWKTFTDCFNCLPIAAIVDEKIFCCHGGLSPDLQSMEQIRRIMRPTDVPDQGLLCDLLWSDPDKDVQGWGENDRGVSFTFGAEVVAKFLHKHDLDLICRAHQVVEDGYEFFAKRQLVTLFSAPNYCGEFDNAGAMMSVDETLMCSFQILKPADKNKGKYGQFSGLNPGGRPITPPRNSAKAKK
core dimer inh: inhibitors of HCV core protein dimerization, primary screen, biochemical, TR-FRET, high-throughput; TR-FRET GST/Flag-core106 dimerization, 1536-well; inhibition, % at 5 µM; 300,000 tested, 0.33% active; AID 1899, 2009;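 active = inhibition above the mean of all tested compounds plus 3 SD, set per screening campaign, cut at about 45% in these data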
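Assay system – GST-tagged and Flag-tagged HCV core protein residues 1-106 · Quantity – core106 proteins, GST 13.5 nM and Flag 17 nM · Benchmarks – unlabelled core106 and no-GST-core106 wells · Read-out basis – percent inhibition of core106 dimerization signal · Detection – time-resolved FRET, ex 340 nm, em 617 and 671 nm · Schedule – 4 h at 22.5 °C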
TPT1 inh: Candida albicans TPT1 enzyme inhibitors, primary screen, biochemical, fluorescence polarization; tRNA 2'-phosphotransferase TPT1 (Candida albicans SC5314); recombinant caTPT1, FP RNA substrate dephosphorylation; inhibition, % at 5 µM; 300,000 tested, 0.81% active; AID 1962, 2009;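 active = inhibition above the mean of all tested compounds plus 3 SD, set per screening campaign, cut at about 24% in these data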;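 also: plate controls were DMSO alone for no effect and ferristatin control at 100 nM for full effect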
proCasp7 act: procaspase-7 activators, primary screen, counter-screen for procaspase-3 activator project, biochemical, absorbance, HTS, human; Caspase-7 (Homo sapiens), P55210; recombinant procaspase-7, Ac-DEVD-pNA absorbance 405 nm; D23A/D198A/D206A triple mutant, cannot self-cleave; scale: DMSO 0, 5 µM enzyme 100; activation, % at 8.5 µM; 330,000 tested, 0.093% active; AID 463210, 2010;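 active = percent activation above the screen-wide mean plus 3 SD, cut at about 25% in these data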
Target sequence (P55210 whole entry D23A/D198A/D206A): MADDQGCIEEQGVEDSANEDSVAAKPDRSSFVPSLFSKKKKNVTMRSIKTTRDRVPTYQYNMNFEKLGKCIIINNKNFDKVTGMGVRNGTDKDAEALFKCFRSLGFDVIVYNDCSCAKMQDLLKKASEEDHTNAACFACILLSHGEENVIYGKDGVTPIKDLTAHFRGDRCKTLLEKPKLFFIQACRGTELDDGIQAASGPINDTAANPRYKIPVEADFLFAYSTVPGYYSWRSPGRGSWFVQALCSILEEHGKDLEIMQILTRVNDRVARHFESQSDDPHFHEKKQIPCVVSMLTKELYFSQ
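signal = Epi-absorbance of released pNA at 405 nm, two timepoints | assay system = Uncleavable procaspase-7 mutant enzyme | reagent = Ac-DEVD-pNA substrate, 400 µM as added | times = 1 h enzyme–compound preincubation and 2 h substrate reaction, both 25 °C | benchmarks = low DMSO alone, high DMSO plus 5 µM PC-7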
Fh CTSL1 inh: Fasciola hepatica cathepsin L1 inhibitors, primary screen, counter-screen for PFM18AAP inhibitor project, biochemical, QFRET, fluorogenic peptide substrate; 300,000 tested, 0.49% active; inhibition, % at 5.96 µM; recombinant F. hepatica cathepsin L1, Z-Leu-Arg-MCA fluorescence;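 active = inhibition above the mean of all tested compounds plus 3 SD, set per screening campaign, cut at about 17% in these data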;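 also: 0% = plate median of test compound wells and 100% = 1 µM Z-Phe-Ala-diazomethylketone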
Efflux pump inh: inhibitors of Candida efflux pumps in yeast, primary screen, S. cerevisiae, Nile Red, multiplex. S. cerevisiae Candida pump triplex. inhibition, % at 10 µM. 330,000 tested, 0.44% active. AID 485275, 2010;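 active = plate passing quality check with inhibition over a set limit, or well fluorescence over plate mean plus 4 SD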;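 also: Nile Red retained in pooled yeast measured as flow cytometry median fluorescence; 0% = buffer negative control and 100% = Enniatin B positive control; higher means more Nile Red kept so more efflux inhibition; some compounds called inactive have numbers as strong as hits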
procasp3 activ: activators of human procaspase-3 D3A mutant, primary screen, biochemical, absorbance, PC-3 D3A mutant, single concentration; recombinant procaspase-3 D3A, Ac-DEVD-pNA absorbance 405 nm; activation, % at 8.5 µM; Caspase-3 (Homo sapiens), P42574; 330,000 tested, 0.11% active;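 active = activation above the mean of all tested compounds plus 3 SD, cut at about 21% in these data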;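 also: 0% = DMSO alone and 100% = DMSO wells spiked with extra 5 µM PC-3 D3A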
Target sequence (P42574 whole entry D9A/D28A/D175A): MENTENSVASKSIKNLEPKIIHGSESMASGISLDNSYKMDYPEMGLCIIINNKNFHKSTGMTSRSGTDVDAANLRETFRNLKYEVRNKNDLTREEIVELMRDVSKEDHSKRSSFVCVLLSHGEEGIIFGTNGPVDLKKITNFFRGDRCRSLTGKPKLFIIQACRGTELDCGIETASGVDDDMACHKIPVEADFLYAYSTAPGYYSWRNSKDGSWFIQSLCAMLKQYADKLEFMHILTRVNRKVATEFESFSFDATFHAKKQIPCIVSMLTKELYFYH
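Assay system: Autoprocessing-dead procaspase-3 D3A mutant enzyme; also added: Ac-DEVD-pNA; doses: one concentration, 8.5 µM nominal, 0.8% DMSO; times: 1 h compound preincubation, 2 h substrate hydrolysis at 25 °C; technique: 405 nm absorbance of p-nitroaniline, reads at 0 and 120 min; measure: % activation between DMSO and enzyme-spiked controls; repeats: single replicate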
PP5 primary: PP5 phosphatase inhibitors, primary screen, biochemical, fluorescence; Serine/threonine-protein phosphatase 5 (Homo sapiens), P53041; purified PP5c, OMFP substrate fluorescence; inhibition, % at 6.7 µM; 320,000 tested, 0.18% active;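 active = inhibition above the campaign's mean inhibition across all tested compounds plus 3 SD, cut at about 9.5% in these data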;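 also: 0% = DMSO only and 100% = 100 µM cantharidin control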
JMJD2C inh: inhibitors of GASC-1 histone demethylase, primary screen, biochemical, fluorescence, DELFIA europium. Lysine-specific demethylase 4C (Homo sapiens), Q9H3R0. GST-JMJD2C(1-420) H3K9me3 demethylation. inhibition, % at 2.35 µM. 330,000 tested, 0.069% active;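 active = more than half of a compound's replicate wells show inhibition beyond 50%, single wells judged on their own value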;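 also: signal counts dimethyl H3K9 product captured on neutravidin plate; 0% = median of DMSO wells and 100% = 0.3 times that DMSO median; strong numbers were not always called active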
Active calls of the source: *; x = no result given; & = joins results of further samples.

Sequence of screens: PP1 inh	core dimer inh	TPT1 inh	proCasp7 act	Fh CTSL1 inh	Efflux pump inh	procasp3 activ	PP5 primary	JMJD2C inh
Cc1c(C(=O)OCC(=O)Nc2ccc(S(N)(=O)=O)cc2)oc2c1ccc1ccccc12
 : -1	17	-2	7	4	0.1	-2	-2.3	5
Cc1sc(NC(=S)NC(=O)c2ccccc2)c(C#N)c1C
 : -6	8	2	-30	3	0.1	-15	4.3	-31
CCN(CC)S(=O)(=O)c1ccc(C(=O)Nc2ccc(OCC(=O)N3CCOCC3)cc2)cc1
 : -2	0	-4	8	1	0.1	0	0.6	-5&8
NC(=O)C1(N2CCCCC2)CCN(CC(=O)Nc2ccc(Oc3ccccc3)cc2)CC1
 : -2	-2	-2	1	-6	0.2	-7	1.2	-2
O=C(CCN1CCN2CCCC2C1)N1c2ccccc2Sc2ccc(Cl)cc21 (configuration not stated)
 : -1	-2	-4	3	-1	0.1	8	1.2	-5
O=C(c1ccc(Br)cc1)N1CCC(C(=O)N2CCN(c3ccccc3)CC2)CC1
 : -1	-13	-4	-1	5	-0.1	2	1.3	4
CCOC(=O)c1c(CN(C)C)n(-c2ccccc2)c2cc(Br)c(OC)cc12
 : 2	0	2	5	1	-0.3	5	-0.4	-3
CCN(CC(=O)Nc1ccccc1C(F)(F)F)C(=O)Cc1cccs1
 : -2	x	x	2	x	-0.3	12	0.3	8
Cc1cc2c(cc1C)CSC(c1ccc3ccccc3c1O)SC2
 : 8	13	-2	1	3	0.0	-3	4.5	5
Cn1nc(Cc2cccc3ccccc23)c(C#N)c1N
 : -1	-7	2	6	-1	-0.1	-3	0.5	5
Cc1ccccc1CS(=O)(=O)Cc1ccc(C(=O)NCc2ccccn2)o1
 : -5	0	-21	-3	1	0.1	6	-0.8	-1
O=C1NC2(CCCCC2)N=C1c1ccc(F)cc1
 : 0	-1	-6	-11	4	0.0	-1	1.6	17
CCCCC(CC)CN=C(N)NC(N)=NCCCCCCN=C(N)NC(N)=NCC(CC)CCCC (configuration not stated)
 : 46*	-17	-1	10	-1	2.2*	-2	7.1	x
O=C(Nc1ccccc1N1CCOCC1)c1cccc(S(=O)(=O)Nc2ccccc2F)c1
 : 1	x	x	-8	x	0.0	6	4.2	17
CCCCOc1ccc(C(=O)Oc2ccc(C)nc2)cc1
 : 2	3	1	4	1	-0.1	4	3.2	-6
CCOCCCNc1ccc(N2C(=O)CCCC2=O)cc1[N+](=O)[O-]
 : 0	-1	3	7	0	0.0	-4	-0.6	4
Cc1ccc(-n2nnc(-c3cc4ccccc4n3C)n2)cc1
 : -1	6	-2	3	-7	x	-5	-1.4	3
COc1ccccc1CN(C)C(=O)CN1CCN(S(=O)(=O)c2ccc3c(c2)OCCCO3)CC1
 : -6	x	x	9	x	-0.1	-9	0.3	x
O=C(O)CC1SC(=Nc2ccccc2)N(c2ccccc2)C1=O (configuration not stated)
 : -3	0	3	-6	-4	-0.2	8	3.1	-2
COCCN(C(=O)CSc1nn(-c2ccc(F)cc2)c(=S)s1)c1c(N)n(CC(C)C)c(=O)[nH]c1=O
 : -2	2	0	-4	4	0.2	-1	0.8	-3
COc1cc(NC(=O)COC(=O)/C=C/c2ccc(OC)c(OC)c2)cc(OC)c1
 : 2	-1	-4	0	-13	0.0	-1	4.8	5
CC1=C(C)NC(=S)SC1
 : -4	-1	-1	-14	-2	0.1	-13	1.6	-21
COCCn1c(SC2CCOC2=O)nc2ccccc2c1=O (configuration not stated)
 : -2	2	0	2	3	0.2	-5	2.7	-8
O=C(Cc1ccccc1)NNC(=S)NC(=O)c1cccnc1
 : -2	-3	2	-19	2	0.0	-9	-0.8	14
O=[N+]([O-])c1cccc(N/N=C/c2cccc(O)c2O)c1
 : 1	6	1	-8	0	-0.2	-15	2.7	-23
C[C@]12CC[C@@H]3c4ccc(O[C@@H]5O[C@H](C(=O)O)[C@@H](O)[C@H](O)[C@H]5O)cc4CC[C@H]3[C@@H]1C[C@@H](O)[C@@H]2O
 : -3	-6	-1	9	3	0.0	7	1.3	-4
COc1ccc(-n2c(C)c3c(OC)cccc(=O)c3c2C)cc1
 : 0	11	12	-5	-5	-0.1	-12	0.2	0
Cc1ccc(S(=O)(=O)N2[C@@H](c3ccc(C(C)(C)C)cc3)C(C(=O)O)=CC[C@H]2c2ccc(C(C)C)cc2)cc1
 : x	x	x	4	x	0.8	-3	x	25
CCOC(=O)N1CCN(C(=O)c2ccc3c(c2)N(Cc2ccc(F)cc2)CCS3)CC1
 : 5	8	0	-5	2	0.0	5	0.1	31
COc1ccc(S(=O)(=O)CC(=O)Nc2nnc(C(F)(F)F)s2)cc1
 : -2	6	-7	4	2	0.1	-4	-1.4	-1
CCC(=O)NC(=S)Nc1ccc(NC(=O)c2ccc(OC)cc2)cc1
 : -1	0	2	-4	1	-0.2	-4	1.2	-15
COC(=O)c1ccc(COC(=O)c2ccc(CS(=O)(=O)c3ccc(C)cc3)cc2)cc1
 : -6	3	0	5	1	0.2	-6	1.5	-11
Fc1cccc2sc(N3CCCC3)nc12
 : -3	-1	0	-2	0	0.0	2	-2.3	2
COC(C(=O)Nc1ccnn1C1CCN(C(=O)c2ccc(C)cc2)CC1)c1ccccc1 (configuration not stated)
 : -1	0	-2	6	-1	-0.1	0	-2.3	-3
Cc1cc(S(=O)(=O)Nc2nc(CN3CCOCC3)nc3sc4c(c23)CCC4)ccc1F
 : x	x	x	15	x	-0.1	-4	x	7
Cc1ccc(C(=O)C2=C(O)C(=O)N(c3ncccn3)C2c2ccccc2F)o1 (configuration not stated)
 : 3	-14	-2	-25	1	0.0	-7	-1.5	-6
O=[N+]([O-])c1cccc(-c2csc(Nc3ccccc3)n2)c1
 : 0	5	-2	6	2	0.1	3	2.3	0
CN(C)CCCN(C(=O)c1cccc(N2C(=O)CCC2=O)c1)c1nc2cc3c(cc2s1)OCO3
 : -6	-3	-2	4	-4	0.2	1	-1.7	-8
COC(=O)c1cccc(N(C(=O)c2cnccn2)C(C(=O)NCc2ccccc2)c2ccco2)c1 (configuration not stated)
 : -6	1	-2	-4	2	0.1	11	-1.6	17
O=C(CN1C(=O)NC2NC(=O)NC21)NC1CCCCC1 (configuration not stated)
 : -1	-4	-1	-23	-2	-0.1	-2	1.2	-12
CCN(CC(=O)NCc1ccc(Cl)cc1)C(=O)c1sccc1C
 : x	x	x	0	x	0.0	13	x	-3
COc1ccc(-c2c(C)nn3c(-c4ccccc4)cc(C)nc23)cc1
 : -3	5	2	7	-1	0.0	0	-0.3	-5
COCCCNC(=O)Cc1ccccc1OC
 : -2	-2	1	3	-3	0.2	2	2.2	4
COc1ccc(-c2nc3ccc(N4CCN(C)CC4)cc3c(=O)[nH]2)cc1
 : -1	-5	-2	-1	1	0.0	2	-1.3	-8
O=C(CSc1nnnn1-c1ccc(O)cc1)N1N=C(c2ccc3ccccc3c2)CC1c1ccccc1 (configuration not stated)
 : -3	20	1	4	-2	0.0	6	0.5	4
CC(OC(=O)c1cccnc1)C(=O)Nc1ccc2c(c1)OCO2 (configuration not stated)
 : -2	3	3	9	-5	0.0	6	0.0	-1
Cc1cc(C)nc(NS(=O)(=O)c2ccc(NC(=O)c3nn(-c4ccccc4)ccc3=O)cc2)n1
 : -2	0	-1	8	-2	-0.1	-6	0.6	1
Cc1cccn2c(CN3CCSCC3)c(C(=O)N3CCOCC3)nc12
 : 1	-4	0	3	5	-0.2	0	-1.2	5
COC(=O)c1cc(CNC(=O)c2ccccc2OCc2c(C)noc2C)ccc1OC
 : -4	10	-1	7	1	0.0	3	-0.6	-1
Cn1c(SCCOc2ccccc2Cl)nnc1-c1cccs1
 : 3	0	-3	-4	-13	0.0	-6	-0.8	-3
FC(F)(F)c1ccccc1CNCc1ccncc1
 : -2	-2	1	-10	-4	0.4	-2	-0.2	-1
O=[N+]([O-])c1ccc2nc(/C=C/c3ccc(Cl)cc3)[nH]c2c1
 : 5	-1	0	0	5	0.0	4	3.6	-4
O=C(c1ccccc1Nc1ccc(SC(F)F)cc1)N1CCCCCC1
 : -2	12	-2	-1	1	0.1	3	2.2	-13
Cc1ccc(CN2C(=O)N/C(=C\c3cccn3-c3cccc(C(=O)O)c3)C2=O)cc1
 : 1	-2	3	-1	3	0.1	3	4.8	3
C=CCn1c(SCc2cccc3ccccc23)nnc1-c1cccnc1
 : -9	7	-1	-1	-5	0.1	1	1.8	-6
